# Bioassay records deposited in PubChem BioAssay by several laboratories.
# UHRF1 binding: UHRF1 methyl-DNA binding inhibition. UHRF1 binding to methylated oligo, TR-FRET. actives 0.75% (n = 370,000). inhibition, % at 4.4 µM; in the data active = inhibition above about 21%;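 note: UHRF1 SRA domain binding a hemimethylated CpG hairpin DNA probe; 0% = median of test compound wells and 100% = reference inhibitor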
# PRMT1 FP inh: blocks human protein arginine methyltransferase 1; recombinant PRMT1, activity-based probe fluorescence polarization; inhibition, % at 2.79 µM; actives 1.3% (n = 370,000); Q99873; AID 652257;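 active = inhibition above about 21% made by adding two undisclosed values, limit read from the data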
# MBD2 inh: blocks human MBD2 binding to methylated DNA | Q9UBB5 | TR-FRET, MBD2 binding to methylated oligonucleotide | inhibition, % at 4.4 µM | actives 0.31% (n = 370,000) | AID 686964; in the data active = inhibition above about 13%
# mABHD4 FP: inhibits mouse alpha/beta hydrolase domain 4; purified mABHD4, FP-Rh probe fluorescence polarization; inhibition, % at 8.92 µM; actives 0.54% (n = 370,000); Q8VD66;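 active = inhibition exceeding the mean over every tested compound plus 3 SD, cut at about 30% in these data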;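 note: 0% = plate median of compound wells and 100% = S159A mutant with DMSO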
#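 Assay system: Wild-type mouse ABHD4 protein | Medium: HEPES pH 7.0 buffer, 150 mM NaCl, 0.01% Pluronic F-127 | Incubation: Enzyme–compound pre-incubation 45 min, then probe 60 min, both 25 °C | Technique: Fluorescence polarization with parallel and perpendicular emission, 525/598 nm | Evaluation: % inhibition of FP-Rh probe binding versus controls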
# PG9 Ab binder: binds the HIV-1 gp120 antibody PG9 | actives 0.43% (n = 360,000) | inhibition, % at 6.7 µM | TR-FRET gp120-PG9 antibody binding; in the data active = inhibition above about 8.5%
# LEDGF integ inh: blocks HIV-1 LEDGF/p75-dependent DNA integration; TR-FRET IN-LEDGF/p75 DNA integration, Eu/Cy5; actives 0.64% (n = 370,000); inhibition, % at 3.7 µM; AID 743269;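 active = inhibition above the screen-wide mean plus 3 SD, cut at about 13% in these data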;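 note: signal is the Cy5 over europium emission ratio at 671 and 618 nm; 0% = plate median of compound wells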
# rCAG binder: molecules binding r(CAG) RNA repeats; actives 1.3% (n = 370,000); inhibition, % at 3 µM; AID 651821; r(CAG) RNA repeat, TO-PRO-1 dye displacement fluorescence;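 active = inhibition above the plate cutoff, the mean of all test compounds on that plate plus 3 SD, cut at about 35% in these data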;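 note: 0% = DMSO alone and 100% = 100 µM mitoxantrone as full dye displacement; higher means more dye released from RNA so lower well fluorescence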
# NR1D1 modulator: modulates human Rev-erb alpha binding to DNA; AID 1259318; Rev-erbα–FITC-DNA binding, fluorescence polarization, 90 min; actives 0.79% (n = 370,000); activity, % at 10 µM; P20393;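 active = activity above about 14%, limit read from the data; passing the limit was not always enough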;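 note: 0% = DMSO wells with 35 nM protein and 100% = DMSO wells with 750 nM protein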
# Target sequence (P20393 whole entry, looked up): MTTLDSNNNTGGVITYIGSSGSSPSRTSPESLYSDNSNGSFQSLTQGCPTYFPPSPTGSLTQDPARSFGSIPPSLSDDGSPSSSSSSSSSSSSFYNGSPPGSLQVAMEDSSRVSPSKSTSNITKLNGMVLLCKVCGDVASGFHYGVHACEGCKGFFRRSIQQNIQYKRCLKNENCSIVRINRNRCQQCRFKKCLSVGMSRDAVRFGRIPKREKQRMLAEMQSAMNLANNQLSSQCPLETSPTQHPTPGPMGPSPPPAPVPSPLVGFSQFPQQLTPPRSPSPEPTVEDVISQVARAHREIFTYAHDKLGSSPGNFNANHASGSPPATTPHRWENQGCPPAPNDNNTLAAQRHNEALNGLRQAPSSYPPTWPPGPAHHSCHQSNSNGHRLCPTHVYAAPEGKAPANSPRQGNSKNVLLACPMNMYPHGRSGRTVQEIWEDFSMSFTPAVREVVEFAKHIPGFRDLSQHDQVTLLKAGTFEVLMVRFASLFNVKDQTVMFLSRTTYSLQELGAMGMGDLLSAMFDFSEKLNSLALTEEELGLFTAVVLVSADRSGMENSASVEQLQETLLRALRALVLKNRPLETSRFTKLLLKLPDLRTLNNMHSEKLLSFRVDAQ
# HTRA1 inh: HTRA1 (human) protease inhibition. Q92743. recombinant HTRA1, FP-rhodamine activity-based probe, fluorescence polarization. inhibition, % at 5.96 µM. actives 0.5% (n = 340,000). AID 504803; in the data active = inhibition above about 36%;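 note: 0% = enzyme with DMSO and 100% = wells lacking enzyme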
# Target sequence (Q92743 whole entry, looked up): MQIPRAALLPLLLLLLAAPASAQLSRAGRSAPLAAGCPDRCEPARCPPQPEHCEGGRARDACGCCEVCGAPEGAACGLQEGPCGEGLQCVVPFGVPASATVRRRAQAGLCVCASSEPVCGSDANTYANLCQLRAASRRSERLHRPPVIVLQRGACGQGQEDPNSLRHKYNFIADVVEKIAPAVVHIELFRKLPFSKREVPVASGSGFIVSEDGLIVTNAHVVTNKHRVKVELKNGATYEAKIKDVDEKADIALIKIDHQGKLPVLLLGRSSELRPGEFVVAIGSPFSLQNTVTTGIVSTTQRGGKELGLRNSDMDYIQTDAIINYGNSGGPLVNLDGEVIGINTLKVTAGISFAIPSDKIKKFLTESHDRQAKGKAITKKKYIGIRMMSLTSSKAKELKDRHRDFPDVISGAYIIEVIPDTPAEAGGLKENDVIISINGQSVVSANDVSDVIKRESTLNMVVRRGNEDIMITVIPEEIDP
# TCR CD3 inh: blocks the human TCR-CD3 interaction; inhibition, % at 9.4 µM; TAMRA-labeled TCR probe fluorescence, biochemical; AID 651800; actives 0.37% (n = 360,000); in the data active = inhibition above about 19%;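 note: recombinant mutant TCR 2C K166C tagged with TAMRA read by polarization; 0% = receptor in buffer alone and 100% = receptor with positive control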
# * marks the source's active call; other numbers are inactive results; nt = not tested or not shown.
SMILES,UHRF1 binding,PRMT1 FP inh,MBD2 inh,mABHD4 FP,PG9 Ab binder,LEDGF integ inh,rCAG binder,NR1D1 modulator,HTRA1 inh,TCR CD3 inh
CC1(C)CC2(C)OC(=N)C1(C#N)C2(C#N)C#N (stereo unspecified),0,5,6,-6,0.0,11,-2,0,2,-2
C=CCC[C@H](Cc1ccc(F)cc1)C(=O)OC[C@H](Cc1c[nH]c2ccccc12)NC(=O)[C@H](CC=C)CC(=O)N(CCO)Cc1ccccc1,5,0,-2,-21,-0.5,1,5,1,-47,-1
Cc1ccccc1C(=O)Nn1cnnc1,2,1,0,8,-1.2,-4,-1,-2,4,-9
CCN(CC)c1ccc(NC(=O)c2cccc(C)c2OC)c(C)c1,-3,2,0,20,-4.2,-4,-1,0,7,5
COc1ccc(Cc2nc3ccc(C(=O)NC(C)C)cc3o2)cc1,4,-5,1,-6,-0.3,2,-5,-6,13,-9
COc1ccc(OC)c(/C=N/c2c(-c3ccc(O)c(OC)c3)nc3ccccn23)c1,1,-1,0,7,-28,-4,-5,-2,2,-4
COc1ccc(-c2nc(C#N)c(NCCCn3ccnc3)o2)cc1OC,4,2,1,-2,-1.0,7,-3,-3,5,-2
S=C(c1ccc(-c2ccccc2Cl)o1)N1CCCCC1,0,-2,-2,-2,1.3,1,0,-10,-22,10
Cc1ccc(C(=O)O)cc1N1C(=O)c2cccc3cc(Br)cc(c23)C1=O,-2,-5,-5,-4,0.1,4,15,-4,-1,6
COc1cc(NC(=O)c2cc([N+](=O)[O-])ccc2NC(=O)CNC2CCCCC2)cc(OC)c1,2,-3,0,-12,-2.2,0,13,-3,-76,-5
Cc1csc(NC(=O)C(F)(F)F)n1,0,0,1,5,0.2,-2,0,1,5,4
COc1ccc2c(c1)CCCN2C(N)=O,-1,-2,1,-4,-0.5,1,-2,0,-5,6
O=C(CSc1cccc[n+]1[O-])N1CCCCCC1,0,0,2,-2,-1.4,1,-1,-3,2,2
O=C(CN1CCN(c2ccccc2F)CC1)c1ccc(O)cc1O,-2,0,0,-4,-0.9,4,4,-2,4,4
CC(C)(C)CC(=O)NC(=S)Nc1ccccc1C(F)(F)F,23*,1,16*,-3,1.3,1,-7,7,-9,-8
COC(=O)c1ccc(NC2(C#N)C(=O)Nc3ccccc32)cc1 (stereo unspecified),-4,0,-4,1,0.0,-5,-2,-1,-1,10
C/C(=N\NC(=O)c1ccc(F)cc1)c1ccc(N2CCOCC2)cc1,-4,0,-1,-2,-2.1,0,2,-4,10,4
Cc1cc(=O)oc2cc(OCC(=O)N3CCCC3)ccc12,0,1,-1,8,0.8,-2,0,4,3,-2
O=S(=O)(N/N=C/c1ccc2c(c1)OCCO2)c1ccccc1,-2,-1,0,1,-1.1,1,2,2,1,-4
CCOCCCNC(=O)c1ccc(CN2CCc3ccccc3C2)cc1,-4,-6,1,-1,-0.9,3,-2,-8,-1,-3
O=C(CSc1nc2[nH]c(=O)cc(O)c2s1)Nc1cccc(Br)c1,-2,5,-5,4,-2.7,5,23,12,-35,2
Cc1ccc(O)c(CNc2nc3ccccc3[nH]2)c1,-2,-2,-1,0,-1.5,2,3,-6,-1,2
CC(O)C(=O)N/N=C/c1ccccc1C(=O)O (stereo unspecified),1,3,2,-7,-0.2,-5,2,-8,1,-3
CN(C(=O)CCN1C(=O)c2ccccc2C1=O)c1ccccc1,-3,1,-2,0,-0.2,-3,-3,3,-9,11
O=C(CN1C(=O)NC2(CCCC2)C1=O)Nc1ccc(S(=O)(=O)N2CCOCC2)cc1,0,1,0,-2,-1.7,1,1,-3,4,4

# Other entries
SMILES,UHRF1 binding,PRMT1 FP inh,MBD2 inh,mABHD4 FP,PG9 Ab binder,LEDGF integ inh,rCAG binder,NR1D1 modulator,HTRA1 inh,TCR CD3 inh
CC(C)N1CCc2[nH]c(=S)[nH]c(=O)c2C1,0,0,-2,0,-1.1,-2,0,3,6,1
COc1ccccc1NC(=O)c1ccc(NS(=O)(=O)c2c(C)noc2C)cc1,-2,-3,-2,-3,-1.4,-4,12,-6,-3,4
CCOC(=O)CC(C#N)c1cn(C)c2ccccc12 (stereo unspecified),0,-1,-4,-7,-3.6,0,4,0,-8,2
COCCN=C1Sc2nc3ccc(C)cc3cc2CN1Cc1ccco1,-2,0,3,-8,2.2,-2,-6,0,-13,3
O=C(/C=C/c1ccc(F)cc1)Nc1ccc(S(=O)(=O)Nc2ncccn2)cc1,-1,2,-2,-10,-1.7,0,7,-1,-11,-1
CN(C)C(=O)CSc1cnc2ccccc2n1,2,0,3,7,1.0,2,-1,-6,2,0
COCCCNC(=O)c1ccc(CNS(=O)(=O)c2ccc(NC(C)=O)cc2)cc1,-1,0,1,0,0.4,-7,-4,-4,0,3
Cc1ccc(C(=O)O)cc1Nc1ncnc2sc3c(c12)CCC3,-1,0,0,10,-1.9,-2,1,-18,-7,6
CN(C)CCCNC(=O)c1c(N)[nH]c(C(=O)c2ccc(Br)cc2)c1-c1ccc(Br)cc1,-1,1,2,7,0.6,-3,2,5,nt,9
CCOC(=O)c1sc(NC(=O)C2CSC3(C)CCC(=O)N23)nc1C (stereo unspecified),1,-2,2,6,0.6,0,-5,-4,6,0
Cc1ccc(NC(=O)CSc2nnc(C(F)(F)F)n2C)cc1[N+](=O)[O-],4,2,2,-4,0.6,-1,-2,1,5,-6
CCNCCNC(=O)c1c(O)c2ccccc2n(CC)c1=O,1,2,3,2,1.7,-2,1,-1,0,1
CC(=O)c1cccc(NC(=O)CSc2nc(C3CC3)nc3ccccc23)c1,-1,3,-4,0,-1.4,-5,7,0,-10,9
CC(c1ccccc1)C1CC(=O)N(Cc2ccccc2)C1=O (stereo unspecified),0,-2,-2,-3,-1.6,-2,-5,0,-4,5
Cc1ccc(S(=O)(=O)N2CCOCC2)cc1NC(=O)CN(C)CC(=O)Nc1cccc(F)c1,-1,-1,2,0,-2.7,-5,2,3,0,-2
COc1ccc(CC2(CO)CCN(S(=O)(=O)c3cccc4cccnc34)CC2)cc1,3,-1,-1,1,-1.9,0,-5,-5,1,1
COC(=O)c1cccc(C(=O)N2CCC(CO)(CCc3ccccc3)CC2)c1,-4,0,1,-3,-2.2,0,-10,-1,-3,6
O=C(Nc1ccccc1-c1ccccc1)c1cnccn1,4,0,11,-20,0.2,-5,0,3,-2,-1
COCCN1C(=O)N[C@@H](c2cccs2)C(C(C)=O)=C1C,-3,-1,2,4,0.8,2,0,-4,9,1
CCOc1ncccc1C(=O)N1CCCSC1=Nc1ccc(C(C)=O)cc1,1,2,1,6,-1.1,3,-4,1,3,4
CC(c1ccco1)N(C(=O)C12CC3CC(CC(C)(C3)C1)C2)c1ccccn1 (stereo unspecified),3,2,0,3,1.2,0,-10,4,0,-9
Cc1cccc(C)c1OCC(=O)OCC(=O)c1ccc2c(c1)NC(=O)CO2,-2,0,-3,-2,-0.9,-1,-5,0,-7,0
Cc1cc(F)ccc1S(=O)(=O)Nc1ncnc2sccc12,-1,0,-3,-4,1.6,-2,3,0,-8,0
Cc1occc1-c1nnc(SC(C)C(=O)Nc2ccccc2F)o1 (stereo unspecified),-2,0,-2,0,1.1,1,-1,1,-1,1
Cc1ccc(C)c(NC(=O)c2oc(=O)c3ccccc3c2-c2ccccc2)c1,0,0,5,-8,0.8,0,0,-1,-34,-12

# New compounds follow.
SMILES,UHRF1 binding,PRMT1 FP inh,MBD2 inh,mABHD4 FP,PG9 Ab binder,LEDGF integ inh,rCAG binder,NR1D1 modulator,HTRA1 inh,TCR CD3 inh
COc1ccc(CNC(=O)CCCSc2ccccc2)cc1,-1,2,-4,-3,-0.9,-1,0,0,6,9
CCNC(=S)Nc1cccc(S(=O)(=O)NC2=NCCC2)c1,1,-3,-4,0,1.2,0,0,-6,-1,10
N/C(Cc1ccc([N+](=O)[O-])cc1)=N\OC(=O)c1ccco1,0,6,-5,2,-0.6,-2,0,-3,3,1
CC(=O)Nc1ccc(S(=O)(=O)Nc2ccc(C(=O)NCC(=O)O)cc2)cc1,5,8,7,-11,0.3,-1,15,-4,1,-9
COc1ccc(/C=N/NC(=O)c2cccc(Br)c2)cc1CN1CCOCC1,-2,-5,-5,-4,-1.7,3,-2,-1,-3,-3
COC(=O)COc1ccc(S(=O)(=O)NCCC2=CCCCC2)cc1C,8,0,4,-4,-1.0,-3,-2,-1,-7,4
Cn1cccc1/C=C1/SC(=S)N(CC(=O)O)C1=O,-18,-10,-19,0,-5.0,0,0,13,2,5
O=C(O)C(Cc1ccccc1N(CCO)CCO)N1C(=O)c2ccccc2C1=O (stereo unspecified),6,-2,1,3,-0.7,1,2,2,1,0
CC(=O)Nc1ccc(NC(=O)CSc2nnc(C3CC3)n2C)cc1,3,2,7,-6,-0.1,0,0,0,8,-7
Cc1c(C#N)c(N)nc2c3c(sc12)NC(=O)CC3c1ccc(F)cc1 (stereo unspecified),2,2,5,-3,-2.1,1,-2,13,4,2
Cc1nn(CC(=O)N(C)C2(C#N)CCCCC2)c(C)c1[N+](=O)[O-],0,3,-2,2,0.8,2,1,2,2,-2
O=C(Cn1[nH]c(=O)c2ccccc2c1=O)Nc1cccc(S(=O)(=O)N2CCCCCC2)c1,0,0,0,-9,0.0,2,2,-1,-6,2
CCOC(=O)CN1CC23C=CC(O2)C(C(=O)NCc2ccc(F)cc2)C3C1=O (stereo unspecified),2,-4,4,1,-1.4,-3,6,-3,6,5
O=C(O)/C=C/C(=O)NNc1ncnc2ccccc12,-5,-9,4,-2,-2.3,2,0,-3,-2,-3
CCOc1ccc(NC(=O)c2cc(S(=O)(=O)N3CCOCC3)cs2)cc1,6,3,5,-19,-0.1,-7,-1,1,2,1
COc1ccccc1NS(=O)(=O)c1ccc(O)c(C(=O)OCc2cccc([N+](=O)[O-])c2)c1,-1,5,-5,32*,1.2,6,12,7,-12,1
CCOc1ccccc1NC(=O)C(=O)NCC1CCCN1CC (stereo unspecified),-1,0,-2,8,-0.6,1,-2,5,1,1
CC(=O)OC1c2ccccc2C(=O)N1Cc1ccccc1 (stereo unspecified),-2,-1,-2,5,0.8,2,2,1,-3,0
COc1cccc(/C=C/C(=O)OCC(=O)N2CCN(c3ccccc3)CC2)c1,-1,-2,-6,7,-1.4,0,-2,-2,-9,0
COc1ccc(OC)c(NC(=O)CSc2nnnn2-c2ccccc2F)c1,-1,0,-2,5,-0.8,2,3,-4,-1,-1
O=C(Nc1ccccc1C(=O)OCC(=O)c1c[nH]c2ccccc12)c1ccco1,2,4,2,-36,0.1,-3,25,5,-72,-5
COc1ccc(C(=O)Nc2sc3c(c2C(=O)O)CC(C)(C)OC3)cc1,-1,-3,2,-2,-0.5,1,3,-3,2,-2
Cn1c(COc2cccc3cccnc23)nnc1SCC(=O)O,-1,-4,1,-3,0.2,-2,1,0,2,9

# Sorted by length of the SMILES (smallest number first): 5 of the compounds above
SMILES,UHRF1 binding,PRMT1 FP inh,MBD2 inh,mABHD4 FP,PG9 Ab binder,LEDGF integ inh,rCAG binder,NR1D1 modulator,HTRA1 inh,TCR CD3 inh
Cn1c(COc2cccc3cccnc23)nnc1SCC(=O)O,-1,-4,1,-3,0.2,-2,1,0,2,9
CN(C(=O)CCN1C(=O)c2ccccc2C1=O)c1ccccc1,-3,1,-2,0,-0.2,-3,-3,3,-9,11
CCN(CC)c1ccc(NC(=O)c2cccc(C)c2OC)c(C)c1,-3,2,0,20,-4.2,-4,-1,0,7,5
COc1ccc(C(=O)Nc2sc3c(c2C(=O)O)CC(C)(C)OC3)cc1,-1,-3,2,-2,-0.5,1,3,-3,2,-2
Cc1ccc(C)c(NC(=O)c2oc(=O)c3ccccc3c2-c2ccccc2)c1,0,0,5,-8,0.8,0,0,-1,-34,-12

# An excerpt; the hit share may differ from the screen's.
